Assay outcomes: PubChem BioAssay, Broad Institute
ERp5 inh – inhibitors of human ERp5; inhibition, % at 9.99 µM; Q15084; ERp5 insulin aggregation, absorbance 650 nm, 90 min; 350,000 compounds, 0.05% hits;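 active means mean replicate inhibition above about 25%, with every replicate also reaching it, limit read from the data, passing the limit was not always enough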
Target sequence (Q15084 whole entry, looked up): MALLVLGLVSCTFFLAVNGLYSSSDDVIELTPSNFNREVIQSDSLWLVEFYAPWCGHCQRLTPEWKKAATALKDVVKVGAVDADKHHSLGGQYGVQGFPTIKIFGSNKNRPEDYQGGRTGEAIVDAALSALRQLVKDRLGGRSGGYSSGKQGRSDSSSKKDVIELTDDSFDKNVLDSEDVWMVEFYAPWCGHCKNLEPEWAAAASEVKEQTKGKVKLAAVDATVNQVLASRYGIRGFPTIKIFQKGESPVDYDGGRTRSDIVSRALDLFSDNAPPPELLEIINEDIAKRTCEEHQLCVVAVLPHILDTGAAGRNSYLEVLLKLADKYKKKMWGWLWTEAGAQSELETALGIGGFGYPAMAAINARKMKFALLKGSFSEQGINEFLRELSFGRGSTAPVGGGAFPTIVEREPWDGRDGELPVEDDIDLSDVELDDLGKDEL
RAD52 anneal inh – blocks human RAD52 DNA annealing | P43351 | recombinant RAD52 DNA annealing, FRET fluorescence | inhibition, % at 18.7 µM | 360,000 compounds, 0.46% hits;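 active means every replicate showing at least 50% inhibition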
Target sequence (P43351 whole entry, looked up): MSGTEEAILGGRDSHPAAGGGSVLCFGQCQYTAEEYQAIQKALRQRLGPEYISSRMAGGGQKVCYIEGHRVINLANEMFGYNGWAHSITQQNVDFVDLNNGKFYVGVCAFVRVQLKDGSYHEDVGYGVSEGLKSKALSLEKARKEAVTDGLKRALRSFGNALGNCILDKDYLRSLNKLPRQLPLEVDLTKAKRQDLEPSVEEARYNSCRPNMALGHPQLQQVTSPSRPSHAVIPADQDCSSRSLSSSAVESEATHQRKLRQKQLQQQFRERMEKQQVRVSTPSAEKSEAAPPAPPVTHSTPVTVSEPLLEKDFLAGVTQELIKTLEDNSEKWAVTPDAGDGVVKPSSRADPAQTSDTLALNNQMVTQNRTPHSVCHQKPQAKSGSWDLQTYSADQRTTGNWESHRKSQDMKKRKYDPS
E-selectin induc – E-selectin induction on HUVECs | activation, % at 7.58 µM | HUVEC E-selectin immunofluorescence imaging; normalized: neutral wells 0, TNF-alpha wells 100 | 260,000 compounds, 0.37% hits;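 active means mean E-selectin-positive cell signal at least 10% of the positive control, reached in at least 60% of replicates, without over 20% cell loss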;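 further: in these data hits start at about 27%; measured in HUVEC primary endothelial cells; signal is the percent of cells scored E-selectin positive by PE staining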
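System: HUVEC / Compound: single concentration / Signal: immunofluorescence imaging / Read-out: percent E-selectin-positive cells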
esBAF inh – blocks esBAF chromatin remodeling in mouse ES cells | Bmi1-luciferase knock-in reporter, 24 h; 100% = twice the neutral-well signal | reporter increase, % at 12.5 µM | 350,000 compounds, 2% hits | AID 602393; in the data active means activation above about 40%;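 further: 0% = median of the plate's neutral control wells and 100% = double that signal; a rise in the Bmi1 reporter signal indicates esBAF inhibition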
Xi reactivation – activators of X-chromosome reactivation in mouse fibroblasts; activation, % at 7.58 µM; 360,000 compounds, 0.055% hits; XiGFP mouse fibroblasts, % GFP-positive cells imaging, 3 d; cells co-treated with 5-aza-dC sensitizer; scaled so ellipticine positive control = 100%;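 active means mean normalized replicate activation at least 10% and every replicate at or above 10%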;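 further: 0% = median of on-plate neutral control wells and 100% = ellipticine 6 µM median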
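Material: XiGFP fibroblasts, SV40-immortalized; Buffer or medium: DMEM containing 5-aza-dC; Compound dosing: single point; Times: 3 days compound exposure.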
S100A4 inh HTS – inhibitors of human S100A4 binding to myosin IIA peptide; inhibition, % at 10.7 µM; 360,000 compounds, 0.14% hits; S100A4/TAMRA-MyoIIA peptide fluorescence polarization;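 active means mean inhibition of at least 70% across replicates, with every replicate also reaching that level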
Target sequence (P26447 whole entry, looked up): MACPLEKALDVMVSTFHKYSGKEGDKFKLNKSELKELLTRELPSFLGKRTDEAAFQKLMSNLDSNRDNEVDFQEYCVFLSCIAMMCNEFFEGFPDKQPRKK
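Material: S100A4 monomer (human). Medium: Calcium-containing HEPES buffer, pH 7.2. Probe or stimulus: labelled myosin peptide probe, 5 nM. Compound dosing: one concentration per compound. Timing: polarization read 5 min after assay mix addition, stable 5–60 min. Benchmarks: DMSO as neutral control, TFP as positive control.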
ERAP1 HTS inh – ERAP1 (human) enzyme inhibition; recombinant ERAP1, Leu-AMC fluorescence, 60 min; inhibition, % at 10.7 µM; 340,000 compounds, 0.15% hits; AID 652197;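 active means mean replicate inhibition of at least 30%, or all replicates individually reaching that 30% level; inactive means mean below 30% and not every replicate reaching it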;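 further: 0% = neutral control wells and 100% = L-leucinethiol positive control wells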
RAD54 branch – RAD54 (human) branch migration inhibition; Q92698; inhibition, % at 10.4 µM; 360,000 compounds, 0.14% hits; AID 602329; RAD54 Holliday junction branch migration, FAM/BHQ fluorescence;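 active means mean normalized replicate activity at least 40 and at least half of replicates scoring 40 or more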;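 further: 0% = median of neutral control wells and 100% = median of positive control wells; inhibitors cause a drop in the FAM fluorescence signal; in these data hits start at about 50%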
* = called active by the depositor; . = no result given; & = joins results of further samples.

SMILES	ERp5 inh	RAD52 anneal inh	E-selectin induc	esBAF inh	Xi reactivation	S100A4 inh HTS	ERAP1 HTS inh	RAD54 branch
CCOC(=O)Cn1c(=O)oc2cc(S(=O)(=O)N(C)c3ccc(OC)cc3)ccc21	-3.3	-44.7	-0.3	1.9	0.0	-0.7	.	4.9
O=c1[nH]c(SCc2ccccc2Cl)nc2c1cnn2-c1ccccc1	1.7	4.2	2.5	-3.3	0.0	-2.2	1.1	-10.6
CC(/C=C/c1ccccc1)=N/NC(=O)CNC(=O)c1ccccc1F	4.3	1.0	-4.9	.	0.0	-1.8	-2.2	.
O=c1c(-c2ccc(O)cc2O)coc2cc(O)cc(O)c12	-2.8	-18.0	.	0.6	.	-0.7	.	-8.8
CCOCCCn1c(SCC(=O)Nc2cccc(S(=O)(=O)NC3=NCCCCC3)c2)nc2ccccc2c1=O	1.4	-15.0	-0.5	7.2	0.0	-4.7	0.8	.
CCOC(=O)CN1CCC(C2(c3cc4ccccc4[nH]3)OCCO2)CC1	-4.0	-3.5	-0.1	.	0.0	3.1	2.1	-5.4
CN(C)c1ccc(-c2ccnc3c2CC(C)(C(=O)Nc2ccc(Cl)cc2)O3)cc1 (configuration not stated)	-0.2	-17.7	-0.1	0.6	0.1	0.3	0.8	-3.6
Cn1cnc(S(=O)(=O)N2C[C@H](O)COC[C@H]3O[C@@H](CC(=O)NC4Cc5ccccc5C4)CC[C@@H]32)c1	-1.4	0.1	0.0	1.1	0.1	-2.6	-3.1	-0.7
CC(=O)N(C)C[C@@H]1Oc2ncc(-c3cccc(C#N)c3)cc2C(=O)N([C@@H](C)CO)C[C@@H]1C	-3.1	9.1	-0.2	3.0	-0.5	3.8	2.4	-7.7
C/C=C/c1ccc([C@@H]2[C@@H](CN(CC)C(C)=O)N(S(C)(=O)=O)[C@H]2CO)cc1	2.0	-8.8	1.0	-1.4	0.0	-0.3	-0.1	7.9
Cc1ccc(NC(=O)c2ccc([N+](=O)[O-])o2)cc1C	-0.9	-10.8	.	33.7	0.0	-1.8	2.1	.
CCOC(=O)c1c(NC(=O)COC(=O)c2cnc(C)cn2)sc(C(=O)N(C)C)c1C	3.1	-3.0	0.1	.	0.1	-2.8	-2.6	.
Cc1c(C(=O)Nc2nonc2-c2ccc(F)cc2)oc2ccc(F)cc12	4.2	3.4	.	-6.1	0.3	-4.1	0.3	4.4
Cc1coc2c(C)c3oc(=O)c(CCC(=O)NCc4ccccn4)c(C)c3cc12	-1.1	-11.0	.	-9.5	.	0.1	-0.7	-5.3
c1ccc(Nc2c3c(nc4ccccc24)CCC3)cc1	-2.2	13.9	.	.	-0.1	-12.2	-0.2	.
O=C(N/N=C/c1cccnc1)c1ccc(NC(=O)c2cccc(Cl)c2)cc1	2.8	-12.7	0.1	8.3	0.0	-3.3	1.5	2.2
O=C(Nc1ccncc1)c1ccc(C(=O)Nc2ccncc2)cc1	-0.5	-5.0	0.8	.	0.2	-8.0	10.0	.
O=C(COc1ccc(Cl)cc1Cl)N/N=C/c1cccnc1	7.2	-12.0	.	8.1	1.0	1.9	4.0	-4.0
CC1=C(C(=O)N2CCOCC2)C(c2cc(C)ccc2C)NC(=S)N1 (configuration not stated)	1.1	-30.9	.	5.8	0.0	1.4	6.1	1.5
O=C(NCCS(=O)(=O)N1CCN(c2ccccc2)CC1)C1CC(=O)N(c2ccccc2)C1 (configuration not stated)	2.3	-1.7	.	-0.3	0.0	-11.5	-1.0	-4.0
C=CCCCN(Cc1ccccc1)S(=O)(=O)c1ccccc1Br	-2.0	-0.2	0.0	-6.2	-0.1	1.1	3.6	4.4
CCc1nnc(NC(=O)CSc2nc(C)cs2)s1	3.6	-6.2	.	-5.7	0.1	-1.3	0.3	5.1
COc1ccc(NC(=O)C(F)(OC)C(F)(F)F)c(OC)c1 (configuration not stated)	0.9	-2.8	.	-11.6	.	2.6	9.8	-1.0
O=C(NCC[C@@H]1CC[C@@H](NC(=O)C2CCOCC2)[C@@H](CO)O1)Nc1ccc(Cl)cc1	5.0	4.9	-0.3	3.1	0.1	-4.7	3.8	-6.4
C=CCOC(=O)C1=C[C@H](c2cn(C(C)=O)c3ccccc23)C[C@H](OCCCCO)O1	3.7	-36.8	0.1	-3.9	0.2	-7.0	-2.3	4.5

Pulled by structure from the entries so far, 6 records:
SMILES	ERp5 inh	RAD52 anneal inh	E-selectin induc	esBAF inh	Xi reactivation	S100A4 inh HTS	ERAP1 HTS inh	RAD54 branch
C=CCOC(=O)C1=C[C@H](c2cn(C(C)=O)c3ccccc23)C[C@H](OCCCCO)O1	3.7	-36.8	0.1	-3.9	0.2	-7.0	-2.3	4.5
O=C(NCCS(=O)(=O)N1CCN(c2ccccc2)CC1)C1CC(=O)N(c2ccccc2)C1 (configuration not stated)	2.3	-1.7	.	-0.3	0.0	-11.5	-1.0	-4.0
O=c1[nH]c(SCc2ccccc2Cl)nc2c1cnn2-c1ccccc1	1.7	4.2	2.5	-3.3	0.0	-2.2	1.1	-10.6
C/C=C/c1ccc([C@@H]2[C@@H](CN(CC)C(C)=O)N(S(C)(=O)=O)[C@H]2CO)cc1	2.0	-8.8	1.0	-1.4	0.0	-0.3	-0.1	7.9
COc1ccc(NC(=O)C(F)(OC)C(F)(F)F)c(OC)c1 (configuration not stated)	0.9	-2.8	.	-11.6	.	2.6	9.8	-1.0
O=C(Nc1ccncc1)c1ccc(C(=O)Nc2ccncc2)cc1	-0.5	-5.0	0.8	.	0.2	-8.0	10.0	.

Next section.
SMILES	ERp5 inh	RAD52 anneal inh	E-selectin induc	esBAF inh	Xi reactivation	S100A4 inh HTS	ERAP1 HTS inh	RAD54 branch
CCNC(=O)NC(=O)COC(=O)CCCSc1nc2ccccc2s1	-0.4	-0.2	0.7	-28.7	1.6	1.7	0.8	-9.0
O=C(CCc1ccccc1)N/N=C\C1CC=CCC1 (configuration not stated)	12.9	-5.0	-0.1	4.0	-0.1	-5.0	-2.3	-17.0
C[C@@H]1CN([C@H](C)CO)C(=O)c2cc(C#CCC3CCCC3)cnc2O[C@H]1CN(C)Cc1ccccn1	-4.7	17.9	0.0	.	-1.1	-7.5	3.0	.
CCN(CC)c1ccc(/C=N/NC(=O)c2cccc(S(=O)(=O)N3CCOCC3)c2)c(O)c1	3.4	-35.7	-0.1	-50.2	-0.1	-1.2	2.2	-6.0
CCOC(=O)C1=C(C)N(CCC(=O)O)C(=O)NC1c1ccccc1Cl (configuration not stated)	-3.5	-17.2	0.1	-6.5	-0.3	-2.9	3.7	-10.2
CCC(=O)N1CC[C@H]2[C@H](CO)Nc3ccc(C#Cc4ccccc4F)cc3[C@H]21	4.0	-5.8	-0.2	.	0.2	5.9	2.9	.
COc1ccc(C(=O)COC(=O)c2cc([N+](=O)[O-])ccc2N2CCOCC2)c(OC)c1	2.6	-26.1	-0.2	1.8	0.0	-7.3	-3.1	-8.8
O=C(NC(C(=O)N/N=C/c1cc([N+](=O)[O-])ccc1O)c1n[nH]c(=O)c2ccccc12)c1ccccc1 (configuration not stated)	1.4	-3.4	.	-9.6	0.4	-14.8	2.2	.
O=C(CSc1nnc(NC(=O)C2CC2)s1)NCc1ccco1	2.9	-22.2	0.7	-6.9	0.9	-2.7	1.1	-14.8
O=C(C[C@H]1C=C[C@@H](NC(=O)c2ccncc2)[C@@H](CO)O1)NCc1ccncn1	0.7	-8.6	-0.4	.	-0.3	0.1	-2.0	.
O=C(C[C@H]1C[C@H]2c3cc(NC(=O)CC4CC4)ccc3O[C@H]2[C@H](CO)O1)NCc1ccccc1F	2.3&-3.0	-1.3&-11.0	0.0	-3.8	-0.1&0.1	12.7&-4.5	-3.8&0.5	3.3
Cc1ccc2c(c1)C(=O)C(=O)N2CC(=O)Nc1ccccc1NC(=O)c1ccccn1	3.0	-1.4	0.4	-2.0	.	1.3	.	16.8
C[C@H]1CN([C@@H](C)CO)C(=O)c2cccc(NC(=O)C3CC3)c2O[C@@H]1CN(C)CC1CCCCC1	3.3	-12.4	-0.4	-2.1	0.2	-1.3	-1.1	5.0
NC(=O)c1ccc(NC(=O)CN2CCN(S(=O)(=O)c3ccc4ccccc4c3)CC2)cc1	-3.9	-32.5	.	0.0	0.0	-0.5	3.7	0.3
Cc1cc(C(=O)Nc2cccc3c2O[C@@H](CN(C)S(=O)(=O)c2c(C)noc2C)[C@@H](C)CN([C@H](C)CO)C3=O)n(C)n1	-0.9	8.9	-0.2	-2.1	-0.1	8.5	1.1	-1.3
COc1ccccc1C#Cc1ccc([C@@H]2[C@H](CO)N3CCCCN(C(=O)C4CCC4)C[C@@H]23)cc1	-6.9	49.6	0.2	-4.1	0.0	1.4	-0.1	-8.5
N/C(=N\NC(=O)c1cccs1)c1cc2cc(Cl)ccc2oc1=O	-0.8	-14.4	0.1	.	.	4.8	.	14.3
CCNC(=O)c1cc2c(c(-c3cccc(-c4cccc(F)c4)c3)n1)[C@@H](CCO)N([S@](=O)C(C)(C)C)C2	5.8	-21.2	0.0	-4.5	0.2	-13.6	1.6	2.8
Nc1nnc(CCOc2ccc(Cl)cc2)s1	1.7	-5.7	.	-1.4	.	-1.2	-4.9	-4.9
COc1ccc(-c2cc(C(=O)Nc3c(C)n(C)n(-c4ccccc4)c3=O)no2)cc1	-3.2	-10.8	1.0	-2.2	0.0	5.6	.	.
CC(C)(C)OC(=O)C(Oc1ccccc1[N+](=O)[O-])C(=O)OC(C)(C)C	-1.8	-16.3	-0.2	.	-0.1	40.9	-0.4	.
Cc1noc(C)c1S(=O)(=O)Nc1ccc2c(c1)C(=O)N([C@@H](C)CO)C[C@@H](C)[C@@H](CN(C)S(=O)(=O)c1ccc(Cl)cc1)O2	1.0	-13.7	0.1	-1.3	-1.1	1.0	1.6	-9.4
COc1cc(O)c(C(CCN2CCCC(C)C2)c2ccc3c(c2)OCO3)c(OC)c1 (configuration not stated)	1.9	-4.1	0.0	9.5	0.0	-4.1	0.5	9.8
Cc1cc(C)c2c(c1)C(=O)/C(=C/c1ccc(C(=O)O)cc1)CC2	-2.0	-0.7	-0.2	-0.8	0.0	-1.6	0.2	10.4
CS(=O)(=O)N1[C@H](CO)[C@@H](c2ccccc2)[C@@H]1C#N	-3.4	13.4	0.2	0.8	0.3	6.8	-0.3	0.2
COc1ccccc1NC(=O)c1ccc(S(=O)(=O)N(C)c2ccccc2)cc1	5.6	-2.2	-0.5	-4.0	0.0	-1.4	-1.8	-3.8
COC(=O)Cn1cc([N+](=O)[O-])nc1C	6.0	-10.7	.	.	0.0	-1.6	-0.9	.
O=C(NCCCN1CCCC1=O)c1ccc(NS(=O)(=O)c2ccc(F)cc2)cc1	6.9	-0.5	.	-0.6	0.0	-7.3	2.6	.
CC(C)CNc1nc(Oc2ccc(=O)[nH]n2)nc(N2CCOCC2)n1	0.9	-2.8	.	.	0.0	-1.6	2.8	.
CC1Cc2ccccc2N1C(=O)CSc1nc2ccccc2s1 (configuration not stated)	0.0	-2.0	1.0	.	0.1	0.1	2.5	8.7

Full records, looked up by structure. Values in the order: ERp5 inh	RAD52 anneal inh	E-selectin induc	esBAF inh	Xi reactivation	S100A4 inh HTS	ERAP1 HTS inh	RAD54 branch
Results for CCc1nnc(NC(=O)CSc2nc(C)cs2)s1 → 3.6	-6.2	.	-5.7	0.1	-1.3	0.3	5.1
Results for C/C=C/c1ccc([C@@H]2[C@@H](CN(CC)C(C)=O)N(S(C)(=O)=O)[C@H]2CO)cc1 → 2.0	-8.8	1.0	-1.4	0.0	-0.3	-0.1	7.9
